OTUD3 inh = inhibitors of human OTUD3 deubiquitinase. purified OTUD3, Ub-rhodamine fluorescence, 2 h. hit rate 0.7% among 47,000. inhibition, % at 25 µM
Target sequence (Q5T2D3 whole entry, looked up): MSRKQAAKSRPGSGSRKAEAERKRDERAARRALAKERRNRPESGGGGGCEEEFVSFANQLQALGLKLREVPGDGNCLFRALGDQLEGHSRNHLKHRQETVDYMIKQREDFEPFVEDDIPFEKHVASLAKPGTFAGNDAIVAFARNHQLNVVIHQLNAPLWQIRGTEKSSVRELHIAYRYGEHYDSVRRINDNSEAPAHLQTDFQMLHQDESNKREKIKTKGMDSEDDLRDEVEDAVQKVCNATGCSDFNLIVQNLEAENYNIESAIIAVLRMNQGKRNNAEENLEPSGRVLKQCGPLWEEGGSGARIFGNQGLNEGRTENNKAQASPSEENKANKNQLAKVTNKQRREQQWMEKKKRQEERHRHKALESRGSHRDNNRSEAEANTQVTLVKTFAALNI
USP30 inh = inhibitors of human USP30 deubiquitinase; inhibition, % at 25 µM; hit rate 5.3% among 47,000; purified USP30, Ub-rhodamine cleavage fluorescence
USP10 block = inhibitors of human USP10 deubiquitinase; Ubiquitin carboxyl-terminal hydrolase 10 (Homo sapiens), Q14694; AID 1645856, 2021; purified USP10, Ub-rhodamine fluorescence, 60 min; inhibition, % at 20 µM; hit rate 1.1% among 47,000
USP8 inh = inhibitors of human USP8 deubiquitinase | hit rate 4.2% among 47,000 | purified USP8, Ub-rhodamine cleavage fluorescence, 30 min | inhibition, % at 20 µM | AID 1645853, 2021 | Ubiquitin carboxyl-terminal hydrolase 8 (Homo sapiens), P40818
UCHL1 block = inhibitors of human UCHL1 deubiquitinase; Ubiquitin carboxyl-terminal hydrolase isozyme L1 (Homo sapiens), P09936; purified UCHL1, Ub-rhodamine cleavage fluorescence; inhibition, % at 20 µM; hit rate 0.2% among 47,000
Target sequence (P09936 whole entry, looked up): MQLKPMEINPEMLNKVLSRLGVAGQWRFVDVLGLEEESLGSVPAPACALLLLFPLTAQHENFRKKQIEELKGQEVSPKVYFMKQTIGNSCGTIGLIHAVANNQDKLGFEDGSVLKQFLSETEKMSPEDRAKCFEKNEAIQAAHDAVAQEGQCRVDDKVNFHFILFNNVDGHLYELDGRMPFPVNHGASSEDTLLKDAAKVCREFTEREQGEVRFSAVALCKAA
USP7 inh = inhibitors of human USP7 deubiquitinase; purified USP7, Ub-rhodamine cleavage fluorescence; hit rate 0.3% among 47,000; inhibition, % at 20 µM; Ubiquitin carboxyl-terminal hydrolase 7 (Homo sapiens), Q93009
USP17 block = inhibitors of human USP17 deubiquitinase; hit rate 6.5% among 47,000; purified USP17, Ub-rhodamine cleavage fluorescence, 3 h; inhibition, % at 50 µM
USP28 inh = inhibitors of human USP28 deubiquitinase | AID 1645857, 2021 | purified USP28, Ub-rhodamine cleavage fluorescence, 30 min | Ubiquitin carboxyl-terminal hydrolase 28 (Homo sapiens), Q96RU2 | inhibition, % at 25 µM | hit rate 3% among 47,000
Numbers without * were called inactive; i = inactive; . = no result given. Rule as the data show it: active = inhibition above about 30%; inactive = the rest.

[1] COc1ccc(-c2nc(Cn3nnc(-c4nc(-c5ccc(C)cc5)no4)c3C)c(C)o2)cc1
[2] O=C(NCC1CCCO1)c1[nH]c2ccccc2c1Sc1ccc(Cl)cc1 (stereo not drawn)
[3] CCn1c(=O)n(CCc2ccccc2)c2cncnc21
[4] CC(=O)c1cccc(NC(=O)Cn2c(=O)nc(N3CCC(C)CC3)c3ccccc32)c1
[5] COc1ccc(OC)c(NC(=O)c2ccc3noc(-c4ccc(C)cc4)c3c2)c1
[6] O=C(C1CC1)N1CCc2cc(S(=O)(=O)NCC3COc4ccccc4O3)ccc21 (stereo not drawn)
[7] COC(=O)c1cc2c(ccn2C)n1Cc1ccc(F)cc1
[8] Cc1ccc(CN=C2Nc3ccccc3CS2)cc1

entry no.,1,2,3,4,5,6,7,8
OTUD3 inh,-10,0,2,-9,3,-7,-95,18
USP30 inh,-3,-10,13,-3,-9,-6,-372,27
USP10 block,-1,0,0,16,-4,6,-9,5
USP8 inh,-2,-25,6,11,1,-8,52*,7
UCHL1 block,-2,0,1,-1,8,-1,-13,4
USP7 inh,-16,-15,4,-11,15,-1,-98,3
USP17 block,0,-8,4,-6,25,-6,-15,16
USP28 inh,-4,16,4,-9,0,-3,-72,24

[9] Cc1ccc(-n2ncc3c(NCc4ccc(F)cc4)ncnc32)cc1
[10] CN(N=O)C(=O)NC1C(O)OC(CO)C(O)C1O (stereo not drawn)
[11] Cc1cc(C)n(CCC(=O)NCC2CCOCC2)n1
[12] CN1CCN(c2ncnc3c2c(C(=O)N2CCCC2)c2ccccn23)CC1
[13] O=C(Nc1cccc(F)c1)C1CCCN(S(=O)(=O)N2CCOCC2)C1 (stereo not drawn)
[14] CCc1cccc(NC(=O)N2CCCC3(CCCN3C)C2)c1 (stereo not drawn)
[15] O=C(Nc1ccccc1)Nc1ccc2ncccc2c1
[16] CCC(C)Sc1nc2c(c(=O)[nH]c(=O)n2C)n1Cc1ccccc1 (stereo not drawn)

entry no.,9,10,11,12,13,14,15,16
OTUD3 inh,-5,-1,-8,-28,9,1,-6,0
USP30 inh,-2,12,-7,-131,22,-7,-17,17
USP10 block,2,-2,-1,-9,0,3,0,6
USP8 inh,2,3,-3,1,18,4,-21,1
UCHL1 block,-6,-3,0,-11,0,0,3,1
USP7 inh,-6,3,1,-10,3,.,3,-24
USP17 block,1,-1,-20,-24,4,-9,-20,2
USP28 inh,-11,-4,-13,-37,3,-8,7,12

Ordered by molecular weight (falling): some entries from above
[13] O=C(Nc1cccc(F)c1)C1CCCN(S(=O)(=O)N2CCOCC2)C1 (stereo not drawn)
[9] Cc1ccc(-n2ncc3c(NCc4ccc(F)cc4)ncnc32)cc1
[10] CN(N=O)C(=O)NC1C(O)OC(CO)C(O)C1O (stereo not drawn)

entry no.,13,9,10
OTUD3 inh,9,-5,-1
USP30 inh,22,-2,12
USP10 block,0,2,-2
USP8 inh,18,2,3
UCHL1 block,0,-6,-3
USP7 inh,3,-6,3
USP17 block,4,1,-1
USP28 inh,3,-11,-4

Next part.
[17] CCc1csc2nc(C)cc(=O)n12
[18] CCc1cnc(N2CCC3(CC2)CNS(=O)(=O)c2ccccc2OC3)nc1
[19] COc1cccc(NC(=O)C(C)N2Cc3ccccc3C2=O)c1 (stereo not drawn)
[20] O=C1NCCCn2cc(S(=O)(=O)NCc3ccccc3F)cc21
[21] O=C(COc1ccccc1)N1CCC2(CC1)NC(=O)N(CCc1ccccc1)C2=O
[22] COc1ccc(CCC(=O)NC2CC(C)(C)Cc3nc(N4CCCC4)ncc32)cc1 (stereo not drawn)
[23] Cc1ncc(-c2cncc(CC3CCN(C(=O)c4cccnc4)CC3)n2)n1C
[24] COc1ccccc1Nc1cc(C(C)C)nc2nc(-c3cccnc3)nn12

entry no.,17,18,19,20,21,22,23,24
OTUD3 inh,0,13,-10,11,-5,-36,2,-6
USP30 inh,1,11,19,-37,2,-194,2,12
USP10 block,0,0,0,5,0,-3,3,1
USP8 inh,0,-21,1,-94,-26,-33,-2,-7
UCHL1 block,0,0,0,4,-2,-15,-2,1
USP7 inh,1,4,0,7,-4,-24,0,-2
USP17 block,0,3,-5,-29,1,-48,-7,-12
USP28 inh,-2,3,-8,11,-3,-49,-2,-10

[25] CCc1ccccc1S(=O)(=O)N1CCC(n2cnnc2CC)CC1
[26] CCc1ccc(NC(=O)COc2cccc(-n3cnnn3)c2)cc1
[27] CCC(C)[C@H](NC(=O)[C@H](Cc1ccccc1)n1c(=O)[nH]c2ccccc2c1=O)C(=O)NCC1CCC(C(=O)O)CC1 (stereo partly drawn)
[28] CCOC(=O)C1CCN(C(=O)CN2C(=O)c3ccccc3C2c2c(C)[nH]c3ccccc23)CC1 (stereo not drawn)
[29] CCNC(=O)NC(=O)COC(=O)c1c2c(nc3ccccc13)/C(=C/c1ccccc1)CC2
[30] O=C(/C=C/c1ccc2c(c1)OCO2)NCCCn1ccnc1
[31] COc1ccc(CNC(=O)C(C)Nc2cc(Cl)c(OC)cc2OC)cc1 (stereo not drawn)
[32] CCN1C(=O)COc2ccc(-c3noc(-c4cnccn4)n3)cc21

entry no.,25,26,27,28,29,30,31,32
OTUD3 inh,-2,0,7,5,-200,15,4,-6
USP30 inh,-5,63*,1,10,i,27,1,-28
USP10 block,-1,3,-3,-6,-7,0,-1,-4
USP8 inh,-13,-75,-36,4,-208,-1,1,-6
UCHL1 block,0,0,-2,-1,3,3,3,-2
USP7 inh,-1,-5,-12,-3,7,5,0,-2
USP17 block,0,25,-55,0,-152,3,25,.
USP28 inh,-3,0,4,-3,-236,16,0,-13

[33] Cc1cccc(NC(=O)NCCn2cnc3cc(C(=O)N(C)C)ccc32)c1C
[34] O=c1c2nnn(-c3cccc(Cl)c3)c2ncn1Cc1nc(-c2ccccn2)no1
[35] O=C(Nc1ccc2c(c1)OCO2)c1ccc2noc(-c3ccc(Cl)cc3)c2c1
[36] CN(C)C=NC(=O)C(=O)Nc1ccc(Cl)cc1Cl
[37] O=c1ccc(-c2nnc3c4ccccc4c(Cc4ccccc4)nn23)n[nH]1
[38] COc1ccc([N+](=O)[O-])cc1NC(=O)COC(=O)c1ccc2[nH]c3c(c2c1)CCCC3
[39] CN1c2ccccc2C(=O)NC12CCN(C(=O)c1ccccc1)CC2
[40] Cc1cccc(NC(=O)CC2C(=O)N(C3CCCC3)c3nc4ccccc4n32)c1 (stereo not drawn)

entry no.,33,34,35,36,37,38,39,40
OTUD3 inh,1,-9,10,-2,7,62*,7,6
USP30 inh,-20,5,10,9,0,60*,21,13
USP10 block,-3,-2,11,1,5,50*,0,4
USP8 inh,7,11,5,-41,59*,60*,7,17
UCHL1 block,-1,-1,2,-4,4,11,2,2
USP7 inh,1,-11,11,0,-2,12,5,-8
USP17 block,-2,-13,38*,.,3,71*,1,-5
USP28 inh,-6,-7,17,-5,10,63*,6,7

[41] Cc1ccc(OCC(=O)Nc2cccn3nc(-c4cccnc4)nc23)cc1
[42] Cc1cc(=O)n(CC(=O)Nc2ccc3c(c2)OCCO3)c2c1c(C)nn2-c1ccccc1
[43] N#Cc1cccc(NC(=O)N2CCC(CCOc3ccccc3)CC2)c1
[44] O=C(NC1CCN(Cc2ccccc2)CC1)c1ccc(Cl)c(S(=O)(=O)Nc2ccc(Cl)cc2)c1
[45] O=C1CC(c2ccccc2)S(=O)(=O)c2ccccc2N1Cc1cccc(F)c1 (stereo not drawn)
[46] Cc1ccc(NC(=O)CSc2nc3ccncc3[nH]2)cc1F
[47] COc1ccccc1CNc1ncc(-c2onc(C)c2C)c(-c2ccco2)n1
[48] Cc1ccc(S(=O)(=O)NC(=O)c2cc(C)n(-c3cc(C)nc4ccccc34)c2C)cc1

entry no.,41,42,43,44,45,46,47,48
OTUD3 inh,-27,-5,11,-3,11,1,10,1
USP30 inh,-84,2,33*,-25,23,0,11,-12
USP10 block,-1,2,13,-1,9,3,4,-3
USP8 inh,-68,-5,10,-232,6,-25,24,-72
UCHL1 block,-1,0,7,2,1,3,11,0
USP7 inh,-4,4,-34,1,7,3,15,6
USP17 block,-28,18,24,-33,7,2,15,-10
USP28 inh,-29,-12,18,0,11,8,19,0

[49] O=C(Cc1ccc(-n2c(=O)c3sccc3n(Cc3ccc(F)cc3)c2=O)cc1)NCCc1ccccc1
[50] CCCCCCCCCCCCCCCC(=O)NC(CCC(=O)O)C(=O)NC(CCCN)C(=O)NC1Cc2ccc(cc2)OC(=O)C(C(C)CC)NC(=O)C(Cc2ccc(O)cc2)NC(=O)C(CCC(N)=O)NC(=O)C2CCCN2C(=O)C(C(C)C)NC(=O)C(CCC(=O)O)NC(=O)C(C(C)O)NC1=O (stereo not drawn)
[51] O=C(CN1c2ccccc2S(=O)(=O)c2ccccc21)Nc1ccc(F)cc1
[52] O=C1Nc2ccccc2C2CN(CCc3ccccc3)CC12 (stereo not drawn)
[53] COc1ccc(OC)c(NC(=O)CN2CCCN(Cc3ccc(F)cc3)S2(=O)=O)c1
[54] CC(C)C(=O)Nc1ccc2c(c1)CCC(=O)N2Cc1ccccc1
[55] O=C1CC(C(=O)Nc2cccc(F)c2)n2nc(SCc3ccccc3)nc2N1 (stereo not drawn)
[56] COc1cccc(C2c3[nH]c4ccccc4c3C[C@@H]3C(=O)N(Cc4ccco4)CC(=O)N23)c1 (stereo partly drawn)

entry no.,49,50,51,52,53,54,55,56
OTUD3 inh,-8,21,5,4,9,-7,-4,-14
USP30 inh,.,-5,0,0,19,3,43*,-65
USP10 block,37*,-10,0,-5,9,2,9,-12
USP8 inh,23,-17,12,-6,6,-8,-1,-1
UCHL1 block,0,-4,0,-3,7,-3,-6,0
USP7 inh,22,3,4,-13,7,-1,0,0
USP17 block,67*,15,11,-11,.,-7,1,-23
USP28 inh,.,13,12,15,2,-2,16,-8

[57] CCN(Cc1ccc2c(c1)OCO2)C(=O)Cc1c(C)noc1C
[58] CCc1ccc(CN2C(=O)COc3c(OC)cccc3C2C(=O)NC2CCCC2)cc1 (stereo not drawn)
[59] CN(C(=O)c1cccnn1)[C@H]1CC[C@@]2(C)C[C@H](c3ccccc3)C[C@](C)(O2)[C@@H]1O
[60] Cc1cc2c(cc1S(=O)(=O)N1CCC(C(=O)NCc3ccco3)CC1)OCC(=O)N2
[61] C=C(C/C=C/C(C)(C)O)[C@H]1CC[C@]2(C)[C@@H]1CC[C@@H]1[C@@]3(C)CC[C@H](O)C(C)(C)[C@@H]3CC[C@]12C
[62] Cc1sc(NC(=O)c2ccco2)c(C(c2ccccc2)N2CCN(C)CC2)c1C (stereo not drawn)
[63] O=C(NCc1ccccc1)C1CCN(c2cnc(N3CCCCCC3)nc2)CC1
[64] COc1ccc(-c2coc3cc(O[C@@H]4O[C@H](CO)[C@@H](O)[C@H](O)[C@H]4O)ccc3c2=O)cc1
[65] Cn1nnnc1SCC(=O)N1CCC2(CC1)C(=O)N(Cc1ccccc1)c1ccccc12

entry no.,57,58,59,60,61,62,63,64,65
OTUD3 inh,0,-1,5,0,1,6,-28,3,9
USP30 inh,4,0,4,-37,27,2,-115,24,18
USP10 block,1,-1,0,-2,8,2,-1,3,1
USP8 inh,3,-1,10,20,2,10,-20,5,16
UCHL1 block,-2,-1,1,1,3,8,-6,8,1
USP7 inh,-2,-4,1,-10,3,-14,-4,6,-43
USP17 block,-4,-2,7,.,15,9,-27,22,8
USP28 inh,-9,-2,7,0,14,2,-8,10,12
